TRPV1 agonist = activates the human vanilloid receptor TRPV1; TRPV1-expressing cells, Fluo-8 calcium influx, agonist mode; activation, % at 8.33 µM; AID 540275; Q8NER1; 320,000 compounds, 0.19% hits; in the data active = activation above about 80%; inconclusive = between about 30% and that limit; also: 0% is about no effect
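Fluo-8 calcium influx in TRPV1-expressing cells, kinetic read (ex 480/em 520 nm). Compound added and read 3 min for agonist activity, followed by capsaicin at EC20 final and 2 min further read for enhancement.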
A-T KAP1 phos = candidate therapy for ataxia-telangiectasia | Potency, µM (series often up to 57.5 µM), without a hit: top-dose activation, usual class: activators | 320,000 compounds, 0.19% hits | AID 485349 | […] A-T fibroblasts, KAP-1 phosphorylation AlphaLISA; neocarzinostatin DNA damage 30 min before lysis; also: potency is read from the fitted curve at half-maximal effect; % of control where 0% means no effect; nearly all actives have a fitted effect of over 45% in size
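ATM-like activity read as KAP-1 phosphorylation via AlphaLISA donor/acceptor antibody pairs after lysis and 6 hr at 25C. Cells were ATM-null patient fibroblasts ([…], hTERT), dosed 60 min, then exposed to the DSB inducer NCS for 30 min.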
ELG1 DNA repair = inhibitors of ELG1-dependent DNA repair in HEK293T cells. HEK293T ELG1-luciferase reporter, luminescence, 16 h; DNA damage induced by 5-fluorouridine. Potency, µM (series often up to 46.1 µM), inactives show at the top dose activity change, negative = inhibition, hits mostly inhibitors. 330,000 compounds, 2.3% hits. AID 504467; also: potency is read from the fitted curve at half-maximal effect; % is scaled to controls: 0 for no effect and ±100 for the full control effect; nearly all actives have a fitted effect of over 55% in size
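5-Fluorouridine DNA damage + compound/DMSO, 2,000 cells/well, 16 h, 37 °C/5% CO2. ONE-Glo, 30 min RT, luminescence. Readout = decrease in reporter signal.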
Eya2 phos inh = blocks the phosphatase activity of human Eya2. O00167. recombinant Eya2, OMFP fluorescence dephosphorylation (OMFP is methylfluorescein phosphate). Potency, µM (series often up to 76.9 µM), for inactives: top-dose activity, negative = inhibition, actives largely listed as inhibitors. 330,000 compounds, 0.006% hits. AID 488837; also: potency is read from the fitted curve at half-maximal effect; % is scaled to controls: 0 for no effect and ±100 for the full control effect
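Eya2 protein (added as 0.2 uM solution) was preincubated with compound for 10 min at ambient temperature in 50 mM HEPES pH 7.5, 50 mM NaCl, 5 uM MgCl2, 0.05% BSA, 1 mM DTT. OMFP (added at 50 uM) then reacted 10 min; fluorescence read at 485/525 nm.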
TSHR antag = antagonists of human thyroid stimulating hormone receptor. P16473. TSHR-expressing cells, TSH-stimulated cAMP HTRF, 2 h; hits give low values. activity change, negative = inhibition, % at 11.5 µM. 330,000 compounds, 0.2% hits;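 active = activity change below a set negative limit, meaning inhibition stronger than a set level, cut at about -70% in these data; inconclusive = activity change between two set negative limits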; also: % is scaled to controls: 0 for no effect and ±100 for the full control effect
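Inhibition of cAMP made by TSHR-expressing cells under TSH stimulation (4nM final, EC80; 2 h, 37 deg C) is quantified with a one-step lysis HTRF kit, anti-cAMP cryptate versus cAMP-d2.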
KCNH2 3.1 inh = blocks the human KCNH2 3.1 channel isoform. activity change, % (tested at about 1.8 µM). 340,000 compounds, 0.95% hits. U2OS KCNH2 3.1, thallium flux FluxOr; hits give low values;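 active = maximum activity change below -70%; inconclusive = maximum activity change from -70% to -50%; inactive = maximum activity change above -50%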;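 also: thallium influx rate constant from kinetic fluorescence after stimulation buffer; % is scaled to controls: 0 for no effect and ±100 for the full control effect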
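Channel expression came from 3.1 mutant virus (1.77 x 10^8 /mL) applied to suspended U2OS cells for 4 h. Flux was tracked with FluxOr dye plus Red40 quencher, and kinetic rate constants normalized to controls.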
Mito fusion act = mitochondrial division inhibition or fusion activation; S. cerevisiae fusion-defective mutant growth rescue, CellTiterGlo 48 h; Potency, µM (top dose mostly 46.1 µM), without a hit: top-dose growth rescue (activation), actives largely listed as activators; 320,000 compounds, 0.23% hits;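 also: potency is read from the fitted curve at half-maximal effect; % of control where 0% means no effect; nearly all actives have a fitted effect of over 45% in size; temperature-sensitive fusion mutants such as fzo1-1 at 37 °C on non-fermentable ethanol glycerol medium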
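Compounds are tested for their ability to restore growth of mitochondrial fusion-defective yeast strains at non-permissive 37C in YPEG medium over 48 hours. Viability is quantified by luciferase luminescence.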
hERG WT inh = KCNH2 (human, wildtype) channel inhibition; U2OS, BacMam KCNH2, thallium flux FluxOr; hits give low values; activity change, % at 1.84 µM; Q12809; 340,000 compounds, 0.37% hits;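 active = maximum activity change below -70%; inconclusive = maximum activity change between -70% and -50%; inactive = maximum activity change above -50%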; also: % is scaled to controls: 0 for no effect and ±100 for the full control effect
Target sequence (Q12809 whole entry, looked up): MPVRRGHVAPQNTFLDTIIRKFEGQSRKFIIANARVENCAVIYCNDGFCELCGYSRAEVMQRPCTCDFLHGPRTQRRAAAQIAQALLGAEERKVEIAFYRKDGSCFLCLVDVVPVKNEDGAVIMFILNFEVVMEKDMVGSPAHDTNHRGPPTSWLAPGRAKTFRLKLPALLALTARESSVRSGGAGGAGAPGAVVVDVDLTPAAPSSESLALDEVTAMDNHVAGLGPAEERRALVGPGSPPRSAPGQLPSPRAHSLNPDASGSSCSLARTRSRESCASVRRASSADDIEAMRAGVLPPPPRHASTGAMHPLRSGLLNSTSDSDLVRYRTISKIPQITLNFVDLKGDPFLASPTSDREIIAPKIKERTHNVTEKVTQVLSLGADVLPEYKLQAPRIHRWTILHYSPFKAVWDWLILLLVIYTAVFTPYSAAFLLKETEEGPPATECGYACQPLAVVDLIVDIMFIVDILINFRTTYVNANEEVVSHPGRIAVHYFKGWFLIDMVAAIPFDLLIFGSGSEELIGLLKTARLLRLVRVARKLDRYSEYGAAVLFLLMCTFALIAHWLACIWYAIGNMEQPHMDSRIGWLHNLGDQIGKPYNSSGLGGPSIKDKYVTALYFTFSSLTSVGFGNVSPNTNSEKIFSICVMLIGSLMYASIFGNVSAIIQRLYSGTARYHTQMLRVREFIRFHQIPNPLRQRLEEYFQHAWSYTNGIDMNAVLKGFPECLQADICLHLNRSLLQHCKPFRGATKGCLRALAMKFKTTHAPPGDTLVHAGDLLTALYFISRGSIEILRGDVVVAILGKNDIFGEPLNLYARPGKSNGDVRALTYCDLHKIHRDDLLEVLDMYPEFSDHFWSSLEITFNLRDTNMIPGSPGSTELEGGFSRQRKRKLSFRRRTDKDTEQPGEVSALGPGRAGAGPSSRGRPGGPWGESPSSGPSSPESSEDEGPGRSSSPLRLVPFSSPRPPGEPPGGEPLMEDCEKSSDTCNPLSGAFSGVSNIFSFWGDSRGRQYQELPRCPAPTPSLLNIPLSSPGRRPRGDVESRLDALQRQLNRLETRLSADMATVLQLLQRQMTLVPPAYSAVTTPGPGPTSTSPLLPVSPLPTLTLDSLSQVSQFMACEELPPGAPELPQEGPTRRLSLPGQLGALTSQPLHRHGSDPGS
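U2OS cells were transduced with wild-type KCNH2 virus (2.03 x 10^8 / mL) for 4 h at room temperature, then cultured overnight at 37 C. Thallium flux was read with FluxOr dye. Rate constants were normalized to DMSO controls.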
TCR activator = activates T cell receptor signaling. primary human leukocytes, anti-CD3, IL-2 HTRF, 48 h. Potency, µM (titrated, usually from 9.22 µM), inactives show at the top dose activation of IL-2 secretion, most hits filed as activators. 330,000 tested, under 10 active. AID 504894; also: % of control where 0% means no effect
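IL-2 release read by HTRF sandwich (Eu cryptate donor, d2 acceptor, 665 nm emission) after 48 hr exposure of primary human leukocytes to compound together with anti-CD3 beads in the absence of co-stimulatory signals.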
USP2a inh = blocks human ubiquitin-specific protease USP2a; O75604; USP2 core, Ub-CHOP2 coupled fluorogenic reporter, 485/531; Potency, µM (titrated, usually from 38.3 µM), for inactives: at the top dose activity change, negative = inhibition, actives largely listed as inhibitors; 330,000 compounds, 0.01% hits;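 also: potency is read from the fitted curve at half-maximal effect; plate controls were DMSO wells for no effect and full inhibition by NEM control for full effect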
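USP2 core (10nM final) preincubated 30min RT with compound in 20mM Tris-HCl pH 8.0, 2mM CaCl2, 2mM beta-mercaptoethanol, 0.05% CHAPS; 25nM Ub-CHOP2 plus 25nM reporter substrate added, fluorescence (Ex485/Em531) read after 60min.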
* marks the source's active call; other numbers are inactive results; ? = inconclusive; . = no result given; [ ] = remark or other dose. Unless noted, calls follow the shape of the dose curve; as a rule, active = well fitted curve in the direction sought with a large enough effect; inconclusive = small, poorly fitted or top-dose-only effect, or another doubt; inactive = no such curve, though single readings can be large; an effect the other way counts as inactive or inconclusive.

SMILES | TRPV1 agonist | A-T KAP1 phos | ELG1 DNA repair | Eya2 phos inh | TSHR antag | KCNH2 3.1 inh | Mito fusion act | hERG WT inh | TCR activator | USP2a inh
CCOc1ccc(Cl)cc1/C=N/NC(=O)CNC(=O)c1ccccc1 | -2 | -9% | 8% | -6% | 0 | -29 | 0% | 2 | -2%[46.1 µM] | -1%
C#CCOc1ccccc1/C=C1/C(=O)ON=C1C | -2 | 2% | 6% | -13% | -2 | -12 | 6% | -3 | -62% | 5%
CCCCCCCC(=O)NN1CCOCC1 | -1 | 18% | ? | ? | -4 | -4 | 1% | 4 | -1% | -1%
CCOC(=O)CSc1nc(C)c2cc(C)c(C)cc2n1 | 8 | 5% | 5% | 6% | -22 | -17 | 12% | -22 | 0% | -1%
O=C1N/C(=C/c2cccs2)C(=O)N1Cc1ccc(Br)cc1 | -17 | 5% | 14% | -12% | 1 | -25 | 7% | 7 | 40% | -5%
CCOc1ccc2nc(SCC(=O)Nc3ccc(S(=O)(=O)N4CCCC4)cc3)c(C)cc2c1 | 0 | 27% | 6% | 9% | 23 | 1 | 2% | 0 | 10% | -13%
CCCC(=O)Nc1ccc(-c2ccc(NC(=O)CCC)cc2)cc1 | 3 | -2% | 18% | 0% | 18 | 5 | 2% | -12 | 3%[46.1 µM] | 6%
CCOC(=O)c1c(CC(C)C)csc1NC=O | 1 | -1% | ? | -13% | 29 | -3 | 0% | -17 | -6% | 0%
COc1cccc(/C=c2\s/c(=C\C(=O)C(C)(C)C)[nH]c2=O)c1 | 18 | -6% | ? | -10% | -6 | 7 | 0% | 18 | . | -3%
COC(=O)c1ccc(NC(=O)Nc2ccc(C)cc2)cc1 | 8 | 0% | ? | 2% | 9 | 5 | -9% | -12 | 0% | 3%
COc1ccccc1COC(=O)C(NC(=O)c1ccc(C)cc1)C(C)C (centres undefined) | ? | -7% | 16% | 16% | -10 | -6 | 25% | -2 | 3% | 1%
O=Cc1c(NCc2ccccc2F)c2ccccc2[nH]c1=O | 30 | -2% | 3% | 0% | -6 | 1 | 5% | 11 | . | 2%
FC(F)(F)c1cccc(NC(=S)NCc2ccc(Cl)cc2)c1 | 20 | 8% | ? | -10% | -25 | 1 | 7% | -13 | 12% | -3%
COc1cccc(N2CCN(C(=O)Nc3ccccc3Cl)CC2)c1 | 21 | 1% | -2% | -3% | -7 | . | 6% | -31 | -3% | 7%
Cc1[nH]c(C)c(S(=O)(=O)N2c3ccccc3CC2C)c1C(=O)N1CCCCC1 (centres undefined) | 2 | -4% | 9% | -16% | 7 | 3 | -5% | 7 | 0% | -2%
CN(C)c1nc(N(C)C)nc(N(C#N)CN2C(=O)c3ccccc3S2(=O)=O)n1 | -5 | 17% | 3% | 23% | 27 | 3 | 4% | -16 | 4% | 3%
CN1CCc2c(c3ccccc3n2C)C1 | -2 | -4% | -6% | 19% | 12 | 8 | 1% | -1 | 1% | 0%
Cc1ccc(-n2nc3c(=O)n(CCCC(=O)NCc4cccc(Cl)c4)nc(C)c3c2C)cc1 | 2 | 0% | -18% | -1% | -13 | -15 | 4% | -2 | -3% | 0%
O=C(O)CSc1nnc(-c2cccc(S(=O)(=O)N3CCCCC3)c2)o1 | 1 | -4% | ? | 10% | 2 | -2 | -2% | -7 | -2% | 7%
Cc1ccc(CNS(=O)(=O)c2ccc(CN3C(=O)c4cccnc4C3=O)cc2)o1 | 2 | -1% | 22% | -4% | 7 | 5 | -1% | -2 | 5% | 2%

Only Eya2 phos inh, for six of the compounds above:
SMILES	Eya2 phos inh
CCOC(=O)c1c(CC(C)C)csc1NC=O	-13%
COc1cccc(/C=c2\s/c(=C\C(=O)C(C)(C)C)[nH]c2=O)c1	-10%
COC(=O)c1ccc(NC(=O)Nc2ccc(C)cc2)cc1	2%
COc1ccccc1COC(=O)C(NC(=O)c1ccc(C)cc1)C(C)C (centres undefined)	16%
O=Cc1c(NCc2ccccc2F)c2ccccc2[nH]c1=O	0%
FC(F)(F)c1cccc(NC(=S)NCc2ccc(Cl)cc2)c1	-10%

3 entries already listed, ordered by their value in TCR activator, largest number first:
| SMILES | TRPV1 agonist | Eya2 phos inh | TSHR antag | TCR activator | USP2a inh |
| --- | --- | --- | --- | --- | --- |
| FC(F)(F)c1cccc(NC(=S)NCc2ccc(Cl)cc2)c1 | 20 | -10% | -25 | 12% | -3% |
| CN(C)c1nc(N(C)C)nc(N(C#N)CN2C(=O)c3ccccc3S2(=O)=O)n1 | -5 | 23% | 27 | 4% | 3% |
| C#CCOc1ccccc1/C=C1/C(=O)ON=C1C | -2 | -13% | -2 | -62% | 5% |

(more compounds)
SMILES | TRPV1 agonist | A-T KAP1 phos | ELG1 DNA repair | Eya2 phos inh | TSHR antag | KCNH2 3.1 inh | Mito fusion act | hERG WT inh | TCR activator | USP2a inh
Cc1cccc(C(=O)OCC(=O)N2CC(C)CC(C)C2)c1C (centres undefined) | . | 4% | -14% | -5% | -15 | 18 | . | -8 | 0%[46.1 µM] | 1%
O=C(c1cccc(C(=O)N2CCN(c3ccc(F)cc3)CC2)c1)N1CCN(c2ccc(F)cc2)CC1 | 0 | 0% | 18µM* | -5% | -4 | -4 | 1% | 26 | . | -3%
OC(COc1c(Br)cc(Br)cc1Br)CN1CCOCC1 (centres undefined) | 1 | 14% | 1% | 27%[15.4 µM] | -6 | -17 | 2% | 42 | -2% | 1%
CCCC12CN3CCN(CC(C3)/C1=N\NC(=O)c1ccc(C(C)(C)C)cc1)C2 | -2 | 12% | 2% | -4% | 0 | -13 | -27% | 25 | -9%[46.1 µM] | 1%
CCOC(=O)c1ccc(N2CN(CC)CNC2=S)cc1 | -4 | 1% | 17% | -4% | 33 | -1 | -5% | -2 | -3%[46.1 µM] | 5%
C[N+](C)(C)CC/C=C1/c2ccccc2CSc2ccccc21 | -3 | 10% | 5% | -1% | -4 | -2 | -1% | -1 | 7%[46.1 µM] | -2%
Cc1ccc(NC(=S)NNC(=O)c2nn(C)c(C)c2Cl)cc1 | 5 | -3% | ? | 5% | 24 | -2 | -1% | -1 | -7% | 0%
Cc1cc2ccccc2n2c(SCC(=O)NCc3cccs3)nnc12 | 3 | 3% | -2% | 9% | -5 | 5 | -2% | 0 | 0% | -2%
O=C(CSc1nnc(-c2cccnc2)n1Cc1ccco1)Nc1cccc(O)c1 | 0 | 1% | 7% | 2% | -11 | 3 | 0% | -35 | -5% | 0%
CCOc1ccccc1OCc1nn2c(-c3ccc(C)cc3)nnc2s1 | ? | 14% | -3% | -9% | -15 | -16 | 23% | -32 | 0% | 1%
COCCCNc1nc2nonc2nc1N1C[C@H]2CC[C@H]1C2 | -6 | 13% | 9% | 2% | -2 | 11 | 2% | 17 | -34% | 0%
CSc1ccccc1NC(=O)CN(C)C(=O)c1ccc(NC(=O)c2cccs2)cc1 | -2 | 1% | 21µM* | -3% | 0 | -9 | 6% | 1 | 3% | 0%
Cc1nonc1OCCNCc1c(C(=O)N2CCCCCCC2)nc2ccc(Cl)cn12 | -5 | 6% | 7% | -1% | 1 | -3 | 8% | -4 | -6% | 3%
CCn1nc(C)c(/C=N/NC(=O)c2ccc3c(c2)c(C)c(C)n3Cc2ccccc2)c1C | 6 | -3% | 0% | -5% | -12 | ? | 4% | -2 | -6% | -5%
CC(C)CCNC(=O)C(=O)NCC1OCCCN1S(=O)(=O)c1cccs1 (centres undefined) | -3 | 3% | 3% | -3% | -30 | -2 | 3% | 6 | 2% | -1%
CC(=O)c1ccccc1NC(=O)COC(=O)c1cc(C)oc1C | 1 | -2% | ? | 9% | -1 | -7 | -2% | 31 | -2% | 5%
Cc1cc2cc(CNC(=O)C3CCCC3)ccc2n1C | 14 | 0% | ? | -10% | 1 | -2 | 10% | 5 | -6% | -4%
COc1cccc(-c2cc(C(=O)N3CCN(C(c4ccccc4)c4ccccc4)CC3)no2)c1 | 11 | 10% | -13% | -5% | 11 | -23 | 1% | -21 | 1% | -2%
O=C(Nc1cc2c3c(c1)CC(=O)N3CCC2)C1CCCCC1 | -1 | -8% | 8% | -14% | -4 | -6 | 0% | -12 | 4% | 0%
C/C(Nc1ccccc1C(F)(F)F)=C1/CCOC1=O | 0 | -3% | 25% | -13% | -4 | -1 | -8% | -1 | . | 2%

Compound activity (PubChem)

The list is partial. The share of hits here may be higher or lower than overall.
